JMJD2E inh: JMJD2E (human) inhibition; B2RXH2; JMJD2E catalytic domain, FDH-coupled NADH fluorescence (FDH is formaldehyde dehydrogenase); Potency, µM (doses to about 57.1 µM), for inactives: at the highest dose activity change, negative = inhibition, actives largely listed as inhibitors; 230,000 compounds, 1.6% hits; active = well fitted inhibition curve with a large enough effect, not every such curve was filed as active; inconclusive = small, poorly fitted or top-dose-only effect, or another doubt; inactive = no such curve, though single readings can be large or run the other way;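 also: 0% = wells with enzyme and -100% = buffer wells without enzyme; nearly all actives have a fitted effect of over 50% in size; many of its hits are not listed in these tables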
KinaseGlo FLuc: counter-screen: inhibitors of Kinase-Glo firefly luciferase | Q27757 | Kinase-Glo luciferase, ATP luminescence, 8 min | Potency, µM (highest dose often 38.3 µM), for the others: top-dose activity change, negative = inhibition, hits mostly inhibitors | 200,000 compounds, 0.28% hits | AID 1379; also: % is scaled to controls: 0 for no effect and ±100 for the full control effect; nearly all actives have a fitted effect of over 60% in size
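Inhibition of Kinase-Glo luciferase light generation was assessed at 10 uM ATP in pH 7.2 imidazole buffer, with luminescence measured after eight minutes at ambient temperature.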
SMN2 splice enh: enhancers of SMN2 splice variant expression; AID 1458; HEK293 SMN2-luciferase splicing reporter, luminescence, 30-36 h; Potency, µM (highest dose often 46.1 µM), for the others: top-dose activity change, positive = activation, most hits filed as activators; 210,000 compounds, 2.8% hits; also: % of control where 0% means no effect; nearly all actives have a fitted effect of over 55% in size
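HEK293 cells carry an SMN2 […]–luciferase reporter in which exon 7 inclusion puts luciferase in frame. Cells were plated 10-12 h before compound addition, then incubated 30-36 h at 37C. ONE-Glo luminescence was read; sodium butyrate at 4.5 mM final served as control.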
Tau fibril ThT: tau fibrillization inhibition (ThT binding) | P10636 | recombinant tau K18 P301L, heparin-induced fibrillization, ThT fluorescence | Potency, µM (series often up to 57.4 µM), inactives show at the highest dose activity, negative = inhibition, most hits filed as inhibitors | 270,000 compounds, 2.1% hits | AID 1460; also: % is scaled to controls: 0 for no effect and ±100 for the full control effect; nearly all actives have a fitted effect of over 55% in size
Target sequence (P10636 561-689 P618L limits assumed): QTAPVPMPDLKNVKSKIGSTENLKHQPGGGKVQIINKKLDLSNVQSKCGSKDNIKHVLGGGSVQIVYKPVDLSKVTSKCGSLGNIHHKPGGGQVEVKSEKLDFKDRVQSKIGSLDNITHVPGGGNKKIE
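ThT emission at 510 nm, taken 1 hr after adding 30 uM dye, quantifies aggregates formed when 20 uM heparin acts on human tau K18 P301L for 6 hr at 37 C.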
ALDH1A1 inh: inhibitors of human aldehyde dehydrogenase 1A1. P00352. Purified ALDH1A1, NADH fluorescence, propionaldehyde substrate. Potency, µM (highest dose often 75.3 µM), without a hit: at the top dose activity, negative = inhibition, actives largely listed as inhibitors. 220,000 compounds, 7.3% hits. AID 1030; active = well fitted inhibition curve with a large enough effect, not every such curve was filed as active; inconclusive = small, poorly fitted or top-dose-only effect, or another doubt; inactive = no such curve, though single readings can be large or run the other way;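 also: plate controls were no enzyme wells and a reference inhibitor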
RECQ1 inh: blocks DNA unwinding by human RECQ1. P46063. RECQ1 DNA unwinding, red fluorescence kinetic read. Potency, µM (top dose mostly 57.3 µM), for the others: at the top dose activity, negative = inhibition, usual class: inhibitors. 240,000 compounds, 0.54% hits;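 also: plate controls were vehicle for no effect and no enzyme for full effect; nearly all actives have a fitted effect of over 30% in size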
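50 nM RECQ1T1 preincubated 15 min with compound in Tris pH 8.0 buffer with MgCl2, DTT, Tween-20 and 2.5 ug/ml poly(dI-dC); started with 200 nM TAMRA/BHQ-2 forked duplex and 2 mM ATP. Unwinding read as fluorescence (525/598 nm), two reads 2 h apart.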
L3MBTL1 inh: blocks human L3MBTL1; 230,000 compounds, 0.66% hits; Q9Y468; Potency, µM (top dose mostly 57.1 µM), without a hit: at the top dose activity, negative = inhibition, usual class: inhibitors; AID 485360; AlphaScreen L3MBTL1–H3K9me1 peptide binding; also: % is scaled to controls: 0 for no effect and ±100 for the full control effect; nearly all actives have a fitted effect of over 60% in size
Target sequence (Q9Y468 whole entry, looked up): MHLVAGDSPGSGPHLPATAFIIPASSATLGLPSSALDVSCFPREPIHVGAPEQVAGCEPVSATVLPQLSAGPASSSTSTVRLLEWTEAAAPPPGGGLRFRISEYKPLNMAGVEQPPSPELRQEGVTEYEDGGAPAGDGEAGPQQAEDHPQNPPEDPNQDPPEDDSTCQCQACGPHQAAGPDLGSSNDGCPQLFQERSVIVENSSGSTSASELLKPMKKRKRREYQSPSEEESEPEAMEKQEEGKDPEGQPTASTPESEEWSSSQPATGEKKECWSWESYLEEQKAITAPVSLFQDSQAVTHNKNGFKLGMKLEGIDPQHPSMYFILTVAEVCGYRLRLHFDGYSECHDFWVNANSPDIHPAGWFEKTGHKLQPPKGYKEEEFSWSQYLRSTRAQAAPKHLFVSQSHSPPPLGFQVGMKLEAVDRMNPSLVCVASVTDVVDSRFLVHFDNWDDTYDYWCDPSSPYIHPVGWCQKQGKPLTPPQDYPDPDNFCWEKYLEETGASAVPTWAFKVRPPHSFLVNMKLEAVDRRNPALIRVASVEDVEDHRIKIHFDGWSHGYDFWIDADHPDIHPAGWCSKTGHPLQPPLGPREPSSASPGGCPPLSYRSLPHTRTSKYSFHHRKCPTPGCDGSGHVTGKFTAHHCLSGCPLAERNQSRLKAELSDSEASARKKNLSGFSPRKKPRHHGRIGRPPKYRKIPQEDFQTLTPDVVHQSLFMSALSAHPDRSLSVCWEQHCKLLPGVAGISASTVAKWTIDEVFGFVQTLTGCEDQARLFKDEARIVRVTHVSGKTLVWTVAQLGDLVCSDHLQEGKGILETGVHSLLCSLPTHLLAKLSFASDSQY
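L3MBTL1 (50 nM) pre-complexed 30 min with biotinylated H3(1-15)K9me1 peptide (75 nM), then compounds added for 30 min at room temperature; AlphaScreen streptavidin donor/nickel chelate acceptor beads (10 ug/mL final) read after 30 min dark incubation.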
Lamin A splicing: LMNA splicing modulation. HeLa LMNA splicing GFP/RFP minigene ratio, 48 h. 200,000 compounds, 0.01% hits. Potency, µM (doses to about 46.1 µM), inactives show at the top dose ratio change, negative = inhibition, hits mostly inhibitors; active = well fitted inhibition curve with a large enough effect in the signal ratio, with a control signal flat, not every such curve was filed as active; inconclusive = small, poorly fitted or top-dose-only effect, or effect the other way, or a change in a side signal; the % refers to the signal ratio; also: % is scaled to controls: 0 for no effect and ±100 for the full control effect
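S3 HeLa stable clones carrying a lamin A-EGFP splicing minigene plus DsRed2 were seeded at 600 cells/well in Opti-MEM with 2% FBS, pin-dosed and incubated 48 h at 37°C. Acumen cytometry (488 nm) gave the GFP/RFP total-intensity ratio.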
Numbers without * were called inactive; i = inactive; ? = inconclusive; . = not tested or not shown; [ ] = remark or other dose. Unless noted, calls follow the shape of the dose curve; as a rule, active = well fitted curve in the direction sought with a large enough effect; inconclusive = small, poorly fitted or top-dose-only effect, or another doubt; inactive = no such curve, though single readings can be large; an effect the other way counts as inactive or inconclusive. Potency is read from the fitted curve at half-maximal effect.

Every second line gives: JMJD2E inh | KinaseGlo FLuc | SMN2 splice enh | Tau fibril ThT | ALDH1A1 inh | RECQ1 inh | L3MBTL1 inh | Lamin A splicing
CCSC1=N/C(=C\c2ccc(C(=O)O)cc2)C(=O)S1
→ -14% | -3% | -3% | -10% | -8% | -12% | -8% | -1%
O=c1c2ccccc2c(/C=N/NS(=O)(=O)c2ccccc2)c(O)n1-c1ccccn1
→ ? | -2% | 7% | ? | ? | -4% | 6% | -4%[46 µM]
CN(C(=O)Nc1ccccc1)C1CCCCC1
→ -3% | . | . | -7% | . | -2% | -8% | .
Cc1ccc(C(=O)Nc2ccc3c(c2)OCCO3)o1
→ 1% | ? | . | -14% | 5% | -9% | . | -1%
CCCCNc1cc(C)oc(=O)c1C(C)=O
→ -4% | 0% | 11% | -2% | 0% | i | 2% | -11%
CCO[C@@H]1OC(C(=O)Nc2ccccc2)=C[C@H](c2csc3ccccc23)[C@H]1CCCO
→ 6% | . | . | -8% | -5% | ? | 6% | .
S=c1nc(-c2cc(Cl)ccc2Cl)[nH][nH]1
→ -18% | 0% | 13% | -5% | 6.3µM* | -13% | 16% | -6%[46 µM]
Cc1ccc(S(=O)(=O)N(C)CC(=O)Nc2cccc(C)n2)cc1
→ -3% | 6% | 23% | -6% | 4% | i | 2% | -5%
O=C(Nc1cc(C(F)(F)F)ccc1N1CCOCC1)c1ccc(Br)o1
→ 10% | -1% | -21% | -3% | 1% | -2% | . | ?
O=C(NCC1CCN(S(=O)(=O)c2ccccc2)CC1)Nc1ccc(F)cc1
→ -2% | . | . | 0% | ? | i | -6% | 4%[46 µM]
COc1cccc(C2OC(=O)c3ccccc3N2C(C)=O)c1OC(C)=O (stereo unspecified)
→ 6% | -3% | . | -12% | 7% | -2% | . | 12%
O=C(O)CCc1ccc(-c2ccccc2)n1CC(=O)O
→ ? | 0% | -2% | -6% | ? | -4% | -13% | 21%
Cc1cc(C)n(CCN(C)Cc2nc(Cc3ccccc3F)no2)n1
→ 5% | -28% | . | 2% | -8% | -15% | 1% | ?
Nc1ccccc1O
→ . | . | 8% | . | -5% | 2% | -20% | .
Cc1cccc(N2CCN(C(=O)/C=C/c3ccco3)CC2)c1C
→ ? | 3% | 3% | ? | ? | -21% | -15% | -8%
CC1CC(NC(=O)CC#N)CC(C)(C)C1 (stereo unspecified)
→ 2% | . | . | -10% | . | i | 9% | .
COc1ccc(S(=O)(=O)c2ccc(OC)cc2)cc1
→ -3% | -2% | -12% | -12% | 4% | 15% | . | -8%
O=C(NCc1ccc2[nH]c3c(c2c1)CCCC3)c1ccc(S(=O)(=O)N2CCCC2)cc1
→ -9% | -1% | -34%[inhibitor] | 3% | ? | -4% | -6% | ?
CCOC(=O)c1sc2nc(C)[nH]c(=O)c2c1C
→ 0% | . | . | -10% | . | -13% | 3% | .
COc1ccc(/C=C/C(=O)Nc2ccc3c(c2)OCCO3)cc1OC
→ 5% | 0% | -4% | ? | -14% | 2% | -6% | -22%
O=C(Nc1c(C(=O)Nc2ccccc2)cnn1-c1ccccc1)c1ccco1
→ -2% | -9% | 0% | -3% | ? | -5% | 0% | 2%
COc1ccc(-n2cc(-c3ccc(C)cc3)[n+]3c2SCC3)cc1
→ 6% | 3% | -65%[inhibitor] | 4% | 7% | -5% | 10% | ?
NS(=O)(=O)c1ccc(NC(=S)NCCc2ccccc2)cc1
→ -16% | 0% | 19% | 10% | ? | i | -4% | 11%[46 µM]
Cc1c(NS(=O)(=O)c2ccc3c(c2)CCN3C(=O)C2CC2)c(=O)n(-c2ccccc2)n1C
→ 3% | 2% | -1% | 4% | -6% | -15% | 2% | 2%[0.0737 µM]
COc1ccc(OCCCC(=O)Nc2nc(-c3ccccn3)cs2)cc1
→ -13% | 0% | -21% | ? | 32µM* | -8% | ? | -11%[46 µM]
COc1ccc(NC(=O)C2CCCO2)cc1 (stereo unspecified)
→ 15% | -1% | 7% | -5% | 6% | -1% | 2% | -2%
Cc1nc(-c2ccc(Cl)cc2)sc1C(=O)CBr
→ -11% | -1% | -8% | ? | 13µM* | -2% | 13% | .
COc1ccc(-c2ccc(S(=O)(=O)n3nc(OC(=O)c4cccs4)cc3N)cc2)cc1
→ -27% | . | . | -18% | 1% | -4% | 7% | .
Cc1ccc(S(=O)(=O)N(C)c2ccc(OC(=O)c3ccc(=O)[nH]c3)cc2)cc1
→ -1% | 2% | 14% | -1% | 2% | -11% | 28% | .
Cc1ccc(-n2nc(C)c3c(C(=O)OCC(=O)N(C)C4CCS(=O)(=O)C4)cc(-c4ccccc4)nc32)cc1 (stereo unspecified)
→ 4% | -3% | -19% | -5% | 49%[activator] | -15% | 13% | -10%
CC1CC(C)CN(S(=O)(=O)N2CCC(C(=O)NCc3ccco3)CC2)C1 (stereo unspecified)
→ 1% | 0% | -37% | -5% | -13% | 5% | . | .
O=S(=O)(NCCOCC(F)(F)C(F)F)c1ccc2oc3ccccc3c2c1
→ 6% | -3% | -27% | ? | -1% | i | 8% | ?
COc1ccc(/C(=N\O)c2nccc3cc(OC)c(OC)cc23)cc1OC
→ 1% | -1% | -5% | -7% | 14% | -18% | . | 9%[46 µM]
COc1cc2[nH]c(=S)n(C3CCN(Cc4ccccc4)CC3)c(=O)c2cc1OC
→ 4% | 0% | -20% | -12% | 11% | -6% | . | .
Cn1c(CN2CCCC2)nc2cc(NC(=O)c3ccco3)ccc21
→ -8% | 4% | ? | -6% | 2% | -10% | -14% | -6%
C/C(=N\NC(=S)Nc1c(C)cccc1C)c1cc2ccccc2o1
→ 5% | 2% | -54%[inhibitor] | -8% | ? | i | 0% | ?
O=C(c1cccc(F)c1)N1CCC2(CCCN(C(c3ccccc3)c3ccccc3)C2)CC1
→ . | -3% | 15% | . | ? | -10% | . | .
COc1cccc(C2C3=C(CC(C)(C)CC3=O)Nc3cc4c(cc32)OCO4)c1 (stereo unspecified)
→ ? | -2% | -8% | ? | ? | -6% | . | -11%
O=C(COC(=O)c1cc(-c2ccncc2)nc2ccccc12)Nc1ccc2c(c1)OCO2
→ -22% | 0% | 10% | -8% | ? | -4% | -3% | -8%
S=c1[nH]nc(-c2ccccc2)n1/N=C/c1cccs1
→ ? | 7% | -6% | -12% | 25µM* | -6% | 0% | -14%
COc1ccc(-c2ccc(CCC(=O)O)n2CC2CCCO2)cc1 (stereo unspecified)
→ ? | . | . | -6% | ? | i | . | .
COc1ccc(-c2nnc3sc(-c4ccc(Br)o4)nn23)cc1OC
→ 0% | -1% | -9% | -2% | -10% | 1% | 4% | 5%
Cc1cc(NC(=O)CSc2ccc(-c3ccccc3)nn2)no1
→ 3% | -2% | -3% | -13% | 12% | -4% | -4% | -2%
Nc1c(C(=O)c2ccc(Br)s2)oc2ccccc12
→ -6% | 0% | ? | 10µM* | 7% | -6% | 3% | -6%
Cc1cc(C)c(C#N)c(SCC(=O)N2CCCCC2)n1
→ 4% | -2% | 6% | -4% | 13µM* | 2% | -7% | 2%
O=C(COC(=O)CCc1nc2ccccc2c(=O)[nH]1)NC1CCS(=O)(=O)C1 (stereo unspecified)
→ -4% | 1% | 2% | -1% | 7% | i | 2% | ?
C1CCC[C@H]2CCCN3CC[C@H](CCCCCC[C@@H]4CCCN5CC[C@H](CC1)OC45)OC23
→ . | . | 9% | -1% | 11% | -15% | . | .
COc1ccc(CNc2ncncc2-c2ccccc2CN(C)C)c(OC)c1
→ ? | -4% | -1% | -7% | -4% | i | . | 13%
CCOc1cc(/C=N/NC(=O)c2ccc(CN3CCOCC3)cc2)ccc1OCc1ccccc1
→ ? | 0% | -47%[inhibitor] | -10% | -4% | -5% | 1% | ?
N#C/C(=C\c1ccc[nH]1)C(=O)c1ccccc1
→ -9% | . | . | -16% | ? | i | -14% | 14%[46 µM]
O=C(c1cccc(F)c1)N1CCC2(CCCN(c3ncccn3)C2)CC1
→ . | -1% | -13% | . | 5% | -9% | . | .
Clc1ccccc1OCCn1ccnc1
→ -16% | -1% | 1% | -1% | ? | 0% | . | 1%
COCCCN1C(=O)C(=O)/C(=C(/O)c2ccc(OC)cc2)C1c1cccc(OC)c1 (stereo unspecified)
→ -2% | -2% | -12% | -4% | -2% | -3% | 1% | 11%
Cc1onc(NC(=O)c2ccc([N+](=O)[O-])o2)c1Br
→ -8% | . | . | -14% | . | -9% | 5% | .
COCCn1c(C)cc(C(=O)COC(=O)c2cncc(Br)c2)c1C
→ -9% | -1% | -6% | -15% | -2% | 0% | -3% | 8%
CCc1nnc(NC(=O)[C@@H](NC(=O)c2cc(OC)cc(OC)c2)C(C)C)s1
→ -1% | -1% | 0% | -6% | 2% | i | 14% | .
CCn1c(COc2cccc(C)c2)nnc1SCC(=O)CC(=O)Nc1ccccc1OC
→ -12% | -1% | 1% | ? | -2% | -11% | -8% | ?
CCOC(=O)c1c(C)[nH]c2c1cc(O)c1ccccc12
→ -13% | 4% | 17% | 16µM* | ? | -6% | -5% | 2%
Cc1cccn2c(=O)c3cc(C(=O)N4c5ccccc5CC4C)n(C)c3nc12 (stereo unspecified)
→ -1% | -2% | -3% | -12% | -14% | i | 0% | 1%
Cn1c(SCC(=O)Nc2ccccc2)nc(O)cc1=O
→ 7% | 2% | -4% | ? | -2% | -1% | 7% | 7%
Cc1nc2scc(-c3ccco3)c2c(=O)n1/N=C/N(C)C
→ -4% | 3% | -1% | ? | -9% | 9% | . | -7%
Cc1noc(/C=C/c2ccco2)c1S(=O)(=O)N1CCC(C(=O)N2c3ccccc3CC2C)CC1 (stereo unspecified)
→ -17% | 0% | -28% | -9% | ? | i | -4% | ?
N#Cc1c(-c2ccco2)nc(NCC2CCCO2)[nH]c1=O (stereo unspecified)
→ 5% | -13% | 2% | -1% | -5% | -2% | -2% | 2%

Source: PubChem BioAssay (National Center for Advancing Translational Sciences (NCATS))

This is a subset; the hit share may differ from the screen's.
